From PubChem
RT RNaseH block: blocks HIV-1 RNase H cleavage of RNA/DNA duplex. P04585. RT-RNase H RNA/DNA duplex cleavage, fluorescence. inhibition, % at 10 µM. actives 1.9% (n = 65,000). AID 565; in the data active = inhibition above about 50%
RmlC RmlD mix: RmlC/RmlD inhibition, mixture screen; RmlC/RmlD coupled enzyme inhibition, 384-well mixture HTS; inhibition, % at 5.5 µM; actives 0.39% (n = 110,000); in the data active = inhibition above about 30%, passing the limit was not always enough; also: strong numbers were not always called active
* hit, by the source's call; / = not tested or not shown.

The line under a structure holds: RT RNaseH block	RmlC RmlD mix
> Cn1c(=O)c2[nH]c(N3CCOCC3)nc2n(-c2ccccc2)c1=O
 : -1	-1
> CCC(=O)Nc1ccc(Nc2ccccc2)cc1
 : -1	-16
> CCCCc1ccc(CC2S/C(=C(\C#N)C(=O)N3CCOCC3)N(c3ccccc3)C2=O)cc1 (centres undefined)
 : /	7
> Cc1nccn1CCc1nc(N)nc(N)n1
 : -8	-12
> CCOc1ccc(-c2cc(C)n3nc(C(N)=O)cc3n2)cc1
 : /	9
> Cc1ccc2c(c1)c1c(n2CC(O)CNC(CO)(CO)CO)CCCC1 (centres undefined)
 : -5	6
> COc1ccc(C(CCN2CCCC(C)C2)c2c(OC)cc(OC)c3c(C)cc(=O)oc23)cc1 (centres undefined)
 : /	6
> Cc1ccn2cc(CSc3ccccc3N)nc2c1
 : /	8
> CCOC(=O)c1c(=O)n(O)c2ccc(OC)cc2[n+]1[O-]
 : /	-8
> Cc1nnc(SCc2cc(=O)[nH]c(Nc3nc(C)c4ccccc4n3)n2)s1
 : -17	/
> CC(=O)NC12CC3CC(C)(C1)CC(NC(C)=O)(C3)C2
 : -4	-7
> COc1ccc(NCc2cc3cc(OC)ccc3[nH]c2=O)cc1
 : 56*	-1
> COc1ccccc1-n1cc(C(=O)NCC(=O)N2CCN(c3ccccn3)CC2)c2ccccc2c1=O
 : -7	/
> Cc1cccn2c(=O)c3cc(C(=O)NCc4ccccc4)c(=N)n(CCCN4CCOCC4)c3nc12
 : -29	/
> O=C(CN1CCOCC1)Nc1ccc(Oc2ccc(NC(=O)CN3CCOCC3)cc2)cc1
 : -9	6
> Cc1cc(CNC(=O)[C@H](C)[C@@H]2C[C@@]2(C)[C@@H](NC(=O)OCc2ccccc2)c2ccccc2)nn1C
 : /	-17
> Nc1nc(CN2CCCCC2)cs1
 : -1	4
> CC(=O)c1cc(C#N)c(SCc2ccncc2)nc1C
 : -1	8
> COc1ccc(NC(=O)C2CC(=O)NC(Nc3cccc(C)c3)=N2)cc1 (centres undefined)
 : -13	-9
> COc1ccc(S(=O)(=O)N(C)CC(=O)N2CCOCC2)cc1
 : -10	-26
> CCOc1cc(C)c(Cl)cc1S(=O)(=O)n1cnc2ccccc21
 : -81	-6
> CS(=O)(=O)N1CCc2cc(-c3csc(NC(=O)C(c4ccccc4)c4ccccc4)n3)ccc21
 : /	0
> FC(F)(F)C1=CC(c2ccc(Br)cc2)=NCCN1
 : /	-14
> O=C(O)CCC(=O)N(Cc1ccco1)c1nc(-c2ccccc2)cs1
 : 30	31
> CCCCCCCCOc1ccc(C2OC34CCCCC3C(C#N)(C#N)C2(C#N)C(=N)O4)cc1 (centres undefined)
 : /	9
> Cc1ccnc(NC(=O)C2CCN(S(=O)(=O)c3cccc4nsnc34)CC2)c1
 : -8	/
> COc1cccc(/C=N/NC(N)=S)c1OS(=O)(=O)c1ccccc1
 : /	-19
> Cc1ccc(S(=O)(=O)Nc2cccc(/C=C/C(=O)O)c2)cc1
 : /	-10
> CC(=O)CSc1nnc(-c2ccncc2)n1C
 : /	13
> O=C(O)C1CCCCC1C(=O)Nc1ccccc1F (centres undefined)
 : -6	-11

Five consecutive compounds out of the list so far, quoted:
The line under a structure holds: RT RNaseH block	RmlC RmlD mix
> Cn1c(=O)c2[nH]c(N3CCOCC3)nc2n(-c2ccccc2)c1=O
 : -1	-1
> CCC(=O)Nc1ccc(Nc2ccccc2)cc1
 : -1	-16
> CCCCc1ccc(CC2S/C(=C(\C#N)C(=O)N3CCOCC3)N(c3ccccc3)C2=O)cc1 (centres undefined)
 : /	7
> Cc1nccn1CCc1nc(N)nc(N)n1
 : -8	-12
> CCOc1ccc(-c2cc(C)n3nc(C(N)=O)cc3n2)cc1
 : /	9

Sorted by count of non-hydrogen atoms (lowest first): part of the list above
The line under a structure holds: RT RNaseH block	RmlC RmlD mix
> COc1ccc(S(=O)(=O)N(C)CC(=O)N2CCOCC2)cc1
 : -10	-26
> O=C(O)CCC(=O)N(Cc1ccco1)c1nc(-c2ccccc2)cs1
 : 30	31
> CCCCc1ccc(CC2S/C(=C(\C#N)C(=O)N3CCOCC3)N(c3ccccc3)C2=O)cc1 (centres undefined)
 : /	7
> Cc1cccn2c(=O)c3cc(C(=O)NCc4ccccc4)c(=N)n(CCCN4CCOCC4)c3nc12
 : -29	/

Next compounds follow:
The line under a structure holds: RT RNaseH block	RmlC RmlD mix
> O=C(NCc1ccccc1)C1=C[C@H](c2ccccc2)C[C@H](OCc2ccc(CO)cc2)O1
 : /	-11
> Cc1cccc(NC(=S)NC(=O)C(c2ccccc2)c2ccccc2)n1
 : /	61
> Cc1ccc(S(=O)(=O)N2CCN(S(=O)(=O)N3CCOCC3)CC2)cc1
 : /	-10
> CCN1C(=O)/C(=C2/C=CC=CN2C)OC1=S
 : 14	7
> Cc1sc2ncn3ncnc3c2c1C
 : -13	-19
> Cc1ccc(-c2csc(NC(CO)c3nc4ccccc4n3CCOCCO)n2)cc1 (centres undefined)
 : /	6
> O=C(NCc1ccco1)C1CC(=O)N(c2ccc(F)cc2)C1 (centres undefined)
 : -1	-7
> C/C(=C\CCC1(C)C2CC3C(C2)C31C)C(=O)O (centres undefined)
 : /	1
> Cc1ccc(CC(CC(=O)O)C(=O)NC2CCCCC2)cc1 (centres undefined)
 : 0	-163
> CCC(C)c1ccc(NC(=S)NCc2cccs2)cc1 (centres undefined)
 : /	9
> Cc1ncoc1C(=O)Nc1ccc(Oc2ccccc2)cc1
 : 4	-12
> COc1ccc2nc3oc(C(=O)N4CCCCC4)cc3cc2c1
 : -23	11
> O=S(=O)(c1ccc(F)c(Cl)c1)N1CCCC1
 : -39	7
> O=S(=O)(N1CCCCC1)N1CCN(S(=O)(=O)N2CCCCC2)CC1
 : -9	-7
> Cn1nnnc1SCC(=O)Nc1ccccn1
 : /	-1
> Cc1ccc2nsnc2c1NC(=O)c1ccc2c(c1)OCCO2
 : /	11
> O=C(c1n[nH]c(=O)c2ccccc12)N1CCN(C2c3ccccc3-c3ccccc32)CC1
 : -12	-15
> COc1ccc(C2C(=O)N(C3CCCCC3)CC(=O)N2C2CCCC2)cc1 (centres undefined)
 : 9	2
> O=C(OCC(=O)N1CCN(C(=O)c2ccco2)CC1)c1cn(-c2ccccc2)nc1-c1ccccc1
 : 2	-15
> N=c1c(C(=O)NCc2ccc3c(c2)OCO3)cc2c(=O)n3ccccc3nc2n1Cc1cccnc1
 : 4	-151
> N#CCSc1nc2[nH]ncc2c(=O)n1-c1ccccc1Br
 : 11	-15
> CCOc1ccc2nc(NC(=O)c3ccoc3C)sc2c1
 : 5	6
> O=C(CSCc1nc2ccccc2[nH]1)Nc1ccc2ccccc2c1
 : /	-4
> CCOC(=O)C1CCN(S(=O)(=O)c2ccc(OC)c(OC)c2)CC1
 : /	0
> Cn1c(CN2CCOCC2)nnc1SCc1ccccc1
 : /	-8
> CCN(CC)c1nc2n(c(=O)n1)CCN2CC
 : -5	-2
> COc1ccccc1N1CCN(C(=O)/C=C/c2ccccc2)CC1
 : /	-6
> Cc1ccc(C(=O)Nc2ccc(S(=O)(=O)N3CCc4ccccc4C3)cc2)o1
 : 0	18
> Cc1nn(CC(=O)Nc2ccccn2)c(C)c1[N+](=O)[O-]
 : /	9
> Cc1ccc(CSc2nnc(-c3ccc4c(c3)OCO4)o2)cc1
 : /	7
> Cc1ccc(NC(=O)CCCCCC2NC(=O)NC2C)cc1 (centres undefined)
 : -2	4
> COc1cc(C(=O)O)ccc1OC(C)=O
 : -7	-4
> COc1ccc(CC(=O)Nc2ccc(S(=O)(=O)Nc3cc(C)on3)cc2)cc1
 : /	-20
> CC1(C)C(c2ccc(Cl)cc2)=[N+]([O-])C2(CCCC/C2=N\O)N1O (centres undefined)
 : 0	10
> COc1nc(-c2ccccc2)cc(-c2ccc(OC)c(OC)c2)n1
 : -36	-69
> Cc1cc(N2CC(C(=O)O)CC2=O)ccc1Br (centres undefined)
 : -13	-13
> Brc1ccc(-c2noc(COc3ccc4ccccc4c3)n2)o1
 : /	10
> CC(=O)Cn1c(CN2CC(C)CC(C)C2)nc2c1c(=O)n(C)c(=O)n2C (centres undefined)
 : -2	8
> Cc1cc(C(F)F)n2nc(C(=O)NCc3ccccc3F)nc2n1
 : -10	13
> CCCCNCCOCCOc1ccc(F)cc1
 : 7	-12
> CC(=O)NS(=O)(=O)c1cccnc1Nc1ccc(Cl)c(Cl)c1
 : /	20
> Cc1ccc(-c2nn(C)c(=O)c3ccccc23)cc1S(=O)(=O)NCCO
 : -6	5
> Cc1noc(C)c1S(=O)(=O)Nc1ccc(C(=O)NCc2ccccc2)cc1
 : -19	-11
> COC(=O)C1C(=O)C2=C(CC1C)NC(C)=C(C(=O)OC1CCCC1)C2c1ccc(N(C)C)cc1 (centres undefined)
 : 7	-7
> COC(=O)Cn1ncc2c3ccccc3n(Cc3ccccc3)c2c1=O
 : /	21
> Cc1cccc(OCC(=O)N2CCN(C(=O)CCC3CCCC3)CC2)c1
 : -7	-5
> Cn1cccc1Cc1nnc(SCC(=O)Nc2ccccc2)n1-c1ccc(F)cc1
 : -39	-6
> Cc1ccccc1CNC(=O)c1ccccc1C(=O)O
 : /	-14
> COCCCn1c(SCC(=O)Nc2ccccc2)nnc1-c1ccncc1
 : /	-2
> CCN(CCNC(=O)CCCn1nc(C)n2c(cc3sccc32)c1=O)c1ccccc1
 : 3	3
> Cc1nn(C)c(C)c1/C=N/O
 : /	-14
> CN(c1ccc(C(=O)NC2CC2)cc1)S(=O)(=O)c1ccccc1
 : -7	-13
> COc1ccc(/C=C2\CCc3ccccc3C2=O)cc1OC
 : /	19
> COc1ccc2nc3c(cc2c1)c(NC(=O)c1cccs1)nn3CC(C)C
 : -2	/
> Cn1c(CC(=O)Nc2ccc(Cl)c(Cl)c2)nnc1SCC(=O)Nc1nccs1
 : /	9
> CC(/C=N/NC(=O)Cc1cccs1)=C\c1ccco1
 : /	13
> O=C(NCCCN1CCC(Cc2ccccc2)CC1)C1CC(=O)N(C2CCCCCC2)C1 (centres undefined)
 : /	-5
> O=C(Cc1ccccc1)Nc1ccc2oc(-c3ccncc3)nc2c1
 : 4	2
> CC(=O)c1cccc(NC(=O)NC(C)c2ccncc2)c1 (centres undefined)
 : -9	-1
> CCOC(=O)CNC(=O)CSc1nc(N(C)C)nc(N2CCOCC2)n1
 : -2	8

The results go on.
The line under a structure holds: RT RNaseH block	RmlC RmlD mix
> O=C(Cn1nnc2ccccc2c1=O)Nc1cc(C(F)(F)F)ccc1N1CCOCC1
 : 8	-7
> CC1(C)CC(=O)C(C=NC2CC(C)(C)NC(C)(C)C2)=C(O)C1
 : -3	6
> O=C(Cc1cccc2ccccc12)Nc1ccccc1C(=O)O
 : /	-9
> O=C(Nc1ccncc1)c1cc(F)cc(F)c1
 : /	9
> CCC(=O)Nc1sc2c(c1C#N)CCCCC2
 : /	-3
> c1ccc(-c2cn3c(n2)CCC3)cc1
 : /	4
> CCCCC(=O)N1C/C=C\C(c2ccc(OC)cc2)N(Cc2ccc(F)cc2)C(=O)[C@H]1Cc1ccccc1 (some centres undefined)
 : /	8
> c1ccc(-n2ncc3c2ncn2nc(-c4ccco4)nc32)cc1
 : 60*	-4
> Cc1ccc(C(C(=O)NC2CCCCC2)N2CCCC2)cc1 (centres undefined)
 : -5	4
> c1ccc(C2OCC3(CO2)COC(c2ccccc2)OC3)cc1 (centres undefined)
 : /	-9
> CC(=O)NC(Cc1ccc(F)cc1)C(=O)N1CCN(C(=O)NCc2ccccc2)CC1 (centres undefined)
 : -1	14
> ON=Cc1cccn1-c1ccccc1
 : -24	4
> COc1ccc(OC)c(NC(=O)Cn2c(=O)n(CC(=O)NCc3ccco3)c(=O)c3ccccc32)c1
 : /	1
> Cc1ccc(NP(=O)(Oc2ccccc2F)Oc2ccccc2F)cc1
 : /	20
> CCCCCNC(=O)c1ccccc1SC
 : /	5
> CCOc1cc(C(=O)NCC2CCCO2)cc(OCC)c1OCC (centres undefined)
 : 6	-6
> COc1ccc(Cc2nc3ccc(S(=O)(=O)N4CCOCC4)cc3[nH]2)cc1
 : /	-6
> CCCCC(=O)Nc1nnc(-c2ccc(OC)cc2)s1
 : /	6
> CC(C)OCCCNc1ncc2c(n1)CC(c1ccc(N(C)C)cc1)CC2=O (centres undefined)
 : -9	/
> COc1ccc(C(=O)c2sc(NC(C)C)nc2N)cc1OC
 : -8	-7
> OC1(c2ccc(F)cc2)CCN(Cc2ccccc2)C1 (centres undefined)
 : -7	-12
> CCCCNc1ccc(C(CC(N)=O)NC(=O)c2ccccc2)cc1[N+](=O)[O-] (centres undefined)
 : /	7
> Cc1nn2c(=O)c(NC(=O)c3ccc(F)cc3)cnc2s1
 : 30	-14
> COC(=O)N1CCN(c2ccc(OC)cc2)CC1
 : -3	-28
> COc1ccc(S(=O)(=O)n2ccc(-c3cnc(-c4ccccc4)s3)n2)cc1
 : /	-7
> O=C(Nc1ccccn1)c1cccs1
 : /	-37
> CNC(=O)CSc1nnnn1-c1cc(C)ccc1C
 : /	-4
> O=C1NC2(CCCCC2)N=C1c1ccc(F)cc1
 : 0	-17
> CCCCNc1nc(-c2ccccc2)c(C(=O)OCC)cc1C#N
 : /	8
> O=C(NCC1CCCO1)C1CC(=O)N(c2ccc(F)c(Cl)c2)C1 (centres undefined)
 : -6	2
> COc1ccc(S(=O)(=O)NC2CCCC2)cc1Br
 : -11	-16
> COc1ccccc1N1CCN(CCCCOc2ccc(F)cc2)CC1
 : -2	-9
> CCN(c1ccccc1)S(=O)(=O)c1cccc(C(=O)O)c1
 : -12	-4
> NC(=O)COC(=O)c1cc(S(=O)(=O)N2CCOCC2)ccc1N1CCCCC1
 : 0	-11
> Cc1ccc(-c2noc(CSc3nnc(Cc4ccccc4)n3-c3cccc(C)c3)n2)cc1
 : /	8
> CCOC(=O)/C(C(N)=NCc1ccco1)=C(/O)c1ccccc1
 : -95	14
> CCN1CCN(Cc2c(C)[nH]c3ccc(OC)cc3c2=O)CC1
 : -4	/
> O=C(O)/C=C/c1ccc(O)c(O)c1
 : 74*	12
> CCOC(=O)N1CCC(N2CCN(S(=O)(=O)c3ccc4ccccc4c3)CC2)CC1
 : /	-6
> CCOc1ccc(Cc2nn[nH]n2)cc1
 : -4	9
> Cc1ccccc1OCCN1C(=O)NC2(CCc3ccccc32)C1=O (centres undefined)
 : -28	-23

Not all compounds are listed, so the mix of outcomes need not match the whole.
